Source: PubChem
SW480 rerep = inducers of DNA re-replication in SW480 colon cancer cells | SW480 DNA re-replication, Hoechst DNA content imaging, 48 h | Potency, µM (highest dose often 46.1 µM), inactives show top-dose re-replication activation, most hits filed as activators | actives 1.8% (n = 340,000) | AID 624297; note: potency is the fitted concentration of half-maximal effect; % of control where 0% means no effect; nearly all actives have a fitted effect of over 55% in size
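Readout is total intensity of Hoechst-stained nuclei, excited at 405 nm and collected at 500-530 nm. Compound treatment lasted 48 hr at 37 C in 5% CO2 before staining.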
ATXN2 expr inh = ATXN2 expression inhibition; Potency, µM (doses to about 57 µM), inactives show at the highest dose activity change, negative = inhibition, usual class: inhibitors; HEK-293 ATXN2-luciferase reporter, luminescence, 24 h; actives 0.72% (n = 360,000); note: potency is the fitted concentration of half-maximal effect; % is set by controls: 0 for no effect and ±100 for the full control effect; nearly all actives have a fitted effect of over 55% in size
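ATXN2-luciferase reporter cells (luciferase flanked by upstream and downstream ATXN2 gene portions) were treated 24 h at 37 °C with compounds at up to 57 uM. SteadyGlo luminescence gave expression; GF-AFC fluorescence gave viability.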
KB-V1 MDR tox = KB-V1 MDR subline cytotoxicity; KB-V1 MDR cells viability, CellTiter-Glo, 72 h; Potency, µM (doses to about 46.1 µM), without a hit: top-dose activity change, negative = cytotoxicity, actives largely listed as cytotoxic; actives 3.4% (n = 400,000); AID 1347076; note: potency is the fitted concentration of half-maximal effect; % is set by controls: 0 for no effect and ±100 for the full control effect; nearly all actives have a fitted effect of over 60% in size
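KB-V1 MDR subline cells in DMEM (phenol-red free, 10% FBS) exposed to compounds in qHTS concentration series for 72 h at 37 degrees C. Viability read by CellTiter-Glo luminescence; concentration-effect curves fitted after normalization and correction.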
S2 tox = cell viability loss in ATXN counter-screen. S2 cells (HEK-293 line with an ATXN2-luciferase reporter) viability, CellTiter-Fluor protease fluorescence, 24 h. Potency, µM (titrated, usually from 56.7 µM), usual class: cytotoxic. actives 0.49% (n = 400,000); note: potency is the fitted concentration of half-maximal effect; nearly all actives have a fitted effect of over 40% in size
IL1B secr inh = inflammasome signaling inhibition, IL-1 beta readout. actives 4.7% (n = 360,000). activity change, % at 57.5 µM. AID 743279. THP-1 LPS/ATP IL-1B secretion, AlphaLISA, 16 h; stronger effect = lower value; in the data active = activity change below about -50%; inconclusive = mostly about -30% to -49%; note: % is set by controls: 0 for no effect and ±100 for the full control effect
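Secreted IL-1B measured by AlphaLISA bead assay after 16 h compound exposure of THP-1 cells; compounds (final up to 57.5 uM) added 1 h before LPS (250 ng/mL) and ATP (1.25 mM) stimulation; lower signal means less secretion.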
KB-3-1 cytotox = KB-3-1 parental cell cytotoxicity | KB-3-1 viability, CellTiter-Glo ATP luminescence, 72 h | actives 1.4% (n = 400,000) | AID 1347075 | Potency, µM (top dose mostly 46.1 µM), inactives show at the top dose activity change, negative = cytotoxic, hits mostly cytotoxic; note: potency is the fitted concentration of half-maximal effect; % is set by controls: 0 for no effect and ±100 for the full control effect; nearly all actives have a fitted effect of over 60% in size
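Luminescent ATP read-out (CellTiter-Glo) measures survival of drug-naive KB-3-1 cells after 72 h compound exposure at 37 °C. Titration series was screened from lowest to highest concentration, with DMSO vehicle plates as background controls.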
MCF10A rereplic = inducers of DNA re-replication in MCF 10A breast cells | MCF 10A DNA re-replication, Hoechst nuclear intensity, 48 h | Potency, µM (top dose mostly 46.1 µM), inactives show at the top dose activity, positive = re-replication, actives largely listed as activators | actives 2.9% (n = 350,000); note: potency is the fitted concentration of half-maximal effect; % of control where 0% means no effect; nearly all actives have a fitted effect of over 50% in size
HT1080NT lethal = kills 2HG-producing HT-1080-NT fibrosarcoma cells. HT-1080-NT fibrosarcoma viability, CellTiter-Glo ATP luminescence, 48 h. actives 1.6% (n = 360,000). Potency, µM (top dose mostly 46.1 µM), inactives show top-dose activity, negative = less viability, hits mostly cytotoxic. AID 686970;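 note: NT is the 2HG producing partner of a matched IDH1 knockdown line; potency is the fitted concentration of half-maximal effect; 0% = DMSO-treated cells and -100% = media-only wells without cells; nearly all actives have a fitted effect of over 55% in size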
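HT-1080-NT fibrosarcoma cells (2HG-overproducing), 750 cells/well in RPMI with 5% FBS, dosed after 2 h and incubated 48 h at 37C. CellTiter-Glo luminescence normalized to DMSO and no-cell wells; concentration-response curves fitted and classed.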
HT1080 IDH1KD tx = HT-1080 IDH1 knockdown cell toxicity (counter line); HT-1080 IDH1 knockdown viability, ATP luminescence, 48 h; Potency, µM (top dose mostly 46.1 µM), inactives show top-dose activity, negative = toxicity, most hits filed as cytotoxic; actives 2% (n = 360,000); AID 686971;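 note: potency is the fitted concentration of half-maximal effect; 0% = DMSO wells and -100% = cell-free medium wells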
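Assay cells: HT-1080 with IDH1 knockdown, 750 per well, RPMI/5% FBS. Exposure: 48 h at 37 °C following 2 h pre-incubation. Read: CellTiter-Glo luminescence; fitted concentration-response, curve class assigned.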
Numbers without * were called inactive; i = inactive; ? = inconclusive; · = no result given; [ ] = another dose, or the depositor's remark. Unless noted, calls come from the whole dose curve; as a rule, active = well fitted curve in the direction sought with a large enough effect; inconclusive = small, poorly fitted or top-dose-only effect, or another doubt; inactive = no such curve, though single readings can be large; an effect the other way counts as inactive or inconclusive.

SMILES	SW480 rerep	ATXN2 expr inh	KB-V1 MDR tox	S2 tox	IL1B secr inh	KB-3-1 cytotox	MCF10A rereplic	HT1080NT lethal	HT1080 IDH1KD tx
CCOc1ccc(N(CC(=O)N/N=C/c2cc(Br)c(C)o2)S(C)(=O)=O)cc1	-2.5%	-12.1%	0.0%	i	1.5	12.3%	5.4%	0.1%	12.5%
CCC1(c2ccc(Cl)cc2)NC(=O)N(CC(=O)NC2CCCC(C)C2C)C1=O (stereo unspecified)	4.11µM*	?	-13.5%	i	-52.8*	-21.3%	67.1%	-26.7%	-27.6%
Cc1ccc(-n2c(C)cc(C=C(C#N)C#N)c2C)cc1	3.5%	2.0%	-11.6%	i	1.3	-8.7%	20.8%	-5.6%	-2.8%
C=CC[C@@H](CC(=O)NCCO)C(=O)N[C@@H](C)COC(=O)[C@@H](CC=C)Cc1ccc(F)cc1	-8.6%	4.1%	8.9%	i	42.1	15.2%	14.3%	0.0%	5.4%
Cc1ccc(N(Cc2ccc(C(=O)Nc3ccccc3C(=O)NCc3ccco3)cc2)S(C)(=O)=O)cc1C	7.4%	1.3%	2.06µM*	i	-29.4	-8.4%	22.4%	-15.1%	11.7%
Cc1cc(C)cc(N(C(=O)c2csnn2)C(C(=O)NC2CCCCC2)c2ccccn2)c1 (stereo unspecified)	-1.8%	-7.9%	-24.9%	i	6.8	-2.0%	0.5%	-10.2%	-0.2%
CC1(C(=O)NS(=O)(=O)Cc2ccccc2)CCN1C(=O)Cc1ccccc1 (stereo unspecified)	·	2.6%	3.1%	i	0.0	0.0%	·	2.1%	7.9%
COCCNC(=O)c1cccc(OC2CCN(Cc3ccc(C(=O)OC)cc3)CC2)c1	-1.7%	-23.1%	-17.1%	i	-16.4	?	?	-1.3%	0.3%
CCOC(=O)C1CCCN(C(=O)CS(=O)(=O)Cc2ccccc2)C1 (stereo unspecified)	-1.1%	28.0%	-3.3%	i	-14.8	6.2%	-5.7%	16.7%	21.8%
O=[N+]([O-])c1ccc(NC(=S)NCc2ccc(F)cc2)cc1	?	?	?	i	-100.3*	?	16.4µM*	?	23.1µM*
CC12CN(NC(=O)c3ccc(Cl)cc3)C3(C#N)CC1CCC23C (stereo unspecified)	-3.3%	-2.9%	-1.4%	i	-10.9	-23.0%	0.7%	0.4%	1.9%
Cc1cccc(Cn2c(=O)n(CC3CCC(C(=O)N4CCC(C)CC4)CC3)c(=O)c3sccc32)c1 (stereo unspecified)	·	0.3%	-2.6%	i	·	-19.0%	·	·	·
CCOc1ccc(C)cc1S(=O)(=O)N1CCCCC1	-11.7%	0.8%	?	i	-11.5	-7.2%	0.4%	2.4%	-1.3%
CC[C@@H]1C(c2ccc(F)cc2)=NN(c2ccc(Br)cc2)[C@H]1C(=O)N1CCOC1=O	0.581µM*	?	7.2%	i	-73.6*	-17.5%	16.4µM*	-16.0%	-22.5%
S=C1Nc2cc(Cl)ccc2Sc2ccccc21	-95.2%	-2.1%	-12.1%	i	4.2	-3.4%	-2.8%	12.7%	10.9%
O=C(Cc1cccs1)Nc1ccc(C(=O)O)cc1	2.3%	0.7%	-11.1%	i	26.4	-14.6%	8.7%	-0.8%	2.9%
O=C(CC(NC(=O)OCc1ccccc1)C(=O)O)OCc1ccccc1 (stereo unspecified)	-1.9%	·	0.0%	i	6.7	2.3%	2.2%	6.9%	8.3%
CC(C)(C)C(=O)CN1CCN(S(=O)(=O)c2ccc(F)cc2)CC1	-1.6%	2.5%	7.3%	?	20.7	3.3%	-1.2%	10.9%	4.4%
CC[C@]12C(=O)N(C)C[C@H]([C@@H]3C(=O)N(C)C(=O)[C@@H]31)N2C(=O)c1ccc(C)cc1	?	11.3%	1.4%	i	37.1	0.0%	0.9%	9.8%	4.1%
CCCn1c(NCc2ccccc2NS(=O)(=O)c2ccc(C)cc2)nc2ccccc21	?	-33.8%	16.4µM*	i	11.4	?	10.3µM*	?	?
COc1cccc(C(=O)Nc2ccc(C(=O)c3ccncc3)cc2)c1	-7.2%	-12.8%	?	i	-9.8	-21.3%	12.9%	?	-26.1%
COc1ccc(NC(=O)NC2CCCCCCC2)c(OC)c1	1.3%	37.1%[activator]	-5.2%	i	-29.7	6.6%	-1.5%	-8.3%	4.6%
COc1ccccc1NS(=O)(=O)c1ccc(C(=O)NCc2ccncc2)cc1	-11.2%	-20.8%	0.0%	i	24.6	1.4%	-2.9%	-21.5%	-0.4%
COc1cc(NC(=S)N2CCN(CCO)CC2)c(OC)cc1Cl	4.0%	9.1%	1.2%	i	21.3	1.7%	-4.5%	-1.2%	0.3%

An excerpt from above, limited to ATXN2 expr inh.
| Compound | ATXN2 expr inh |
| --- | --- |
| CCOc1ccc(N(CC(=O)N/N=C/c2cc(Br)c(C)o2)S(C)(=O)=O)cc1 | -12.1% |
| CCC1(c2ccc(Cl)cc2)NC(=O)N(CC(=O)NC2CCCC(C)C2C)C1=O (stereo unspecified) | ? |
| Cc1ccc(-n2c(C)cc(C=C(C#N)C#N)c2C)cc1 | 2.0% |

Further entries
SMILES	SW480 rerep	ATXN2 expr inh	KB-V1 MDR tox	S2 tox	IL1B secr inh	KB-3-1 cytotox	MCF10A rereplic	HT1080NT lethal	HT1080 IDH1KD tx
CCOC(=O)COc1ncn(-c2ccccc2)n1	5.2%	-4.1%	24.6%	i	0.2	1.5%	-2.6%	14.0%	15.9%
CCC1CCC(C(=O)NNC(=O)OC)CC1 (stereo unspecified)	8.2%	5.5%	0.3%	i	-0.7	10.0%	?	-4.1%	3.8%
COc1ccc(NC2=C(NC(C)=O)C(=O)c3ccccc3C2=O)cc1	?	-40.8%	0.0%	?	-5.3	?	-1.5%	-26.2%	?
CC(=O)NCCCC(=O)NNC1CC(=O)N(c2cccc(Cl)c2)C1=O (stereo unspecified)	-4.7%	6.7%	-1.2%	i	·	-8.9%	16.6%	13.3%	20.0%
OCCc1ccc(O)c(-n2nc3ccccc3n2)c1	-3.4%	47.4%[activator]	?	i	-14.5	2.9%	-3.0%	12.9%	-7.8%
Cc1cc(C)cc(OCC(=O)Nc2ccc(-c3nc4ccccc4s3)cc2)c1	·	21.0%	10.6%	i	·	6.3%	·	·	·
CCOC(=O)N1CCN(C(=O)CSc2nc3nc(C)cc(C)n3n2)CC1	-1.9%	-13.7%	-17.9%	i	-2.4	-2.9%	3.5%	-3.1%	1.1%
CC1(C(=O)Nc2cccc(NS(C)(=O)=O)c2)CCN1Cc1ccccc1OC(F)F (stereo unspecified)	·	56.6%[activator]	-0.5%	i	-22.1	0.0%	·	-18.5%	?
CC(C)C(=O)c1cc2c(cc1NC(=O)c1ccccc1F)OCCO2	·	-26.7%	0.0%	i	·	1.2%	·	·	·
CC(C)=CC1C(C(=O)NCCc2ccccc2)C1(C)C (stereo unspecified)	0.8%	-15.9%	-3.0%	i	-2.9	8.6%	0.4%	2.4%	2.1%
O=C1CSC(c2ccccc2F)N1c1ccccc1 (stereo unspecified)	2.7%	-4.7%	-24.8%	i	-7.1	-8.5%	-3.5%	1.3%	5.6%
CCCSC1=C(C#N)C(c2ccc(O)c(OC)c2)CC(=O)N1 (stereo unspecified)	-11.8%	3.0%	6.0%	i	-5.6	-4.0%	10.0%	-4.4%	-14.7%
COc1ccc(/C=C/c2cc(-c3ccc(C)cc3)o[n+]2C)cc1	?	?	-25.4%	?	-119.9*	?	?	14.6µM*	6.51µM*
Cc1nn(C2CCS(=O)(=O)C2)c(Cl)c1/C=C/C(=O)OCC(=O)c1c[nH]c2ccccc12 (stereo unspecified)	-7.7%	·	-2.2%	i	-14.0	?	?	-5.2%	-0.4%
COc1ccc2oc(=O)c(-c3nc(C)cs3)cc2c1	0.5%	23.6%	3.3%	i	-7.7	?	0.0%	-2.5%[9.24 µM]	-2.7%
COc1ccc(-n2nnnc2SCC(=O)Nc2ccccc2F)cc1	-7.0%	·	-7.0%	i	-16.2	-3.0%	-1.8%	0.4%	6.2%
O=C(C(NS(=O)(=O)c1cccs1)c1ccccc1)N1CCN(c2ccccc2)CC1 (stereo unspecified)	-0.5%	10.6%	-21.7%	i	-3.0	-14.1%	-3.7%	-2.4%	-5.7%
CCCCNS(=O)(=O)c1ccc2nc(SCC(=O)Nc3cc(C)cc(C)c3)[nH]c2c1	-1.8%	0.8%	?	i	-10.5	-26.7%	?	?	?
CC1CC(C)CN(C(=O)COC(=O)c2c[nH]c3ccccc23)C1 (stereo unspecified)	-12.1%	5.0%	-19.5%	i	0.9	-3.1%	29.1%	2.8%[9.24 µM]	-0.5%
CC(C)c1ccc(NC(=O)c2cc(S(=O)(=O)N3CCc4ccccc4C3)ccc2F)cc1	·	7.8%	-14.2%	i	·	8.4%	·	·	·
C/C(=N/NC(=O)c1ccncc1)C1=C(O)CC(C)(C)CC1=O	-0.3%	-14.4%	3.7%	i	-10.3	16.8%	-2.6%	-0.7%	18.0%
CC(=O)N1CCN(CC(O)COc2ccc(Br)cc2)CC1 (stereo unspecified)	-2.0%	·	1.2%	i	25.9	0.9%	-11.8%	1.4%	8.3%
CCOC(=O)c1c(-c2ccc(OC)cc2)csc1NC(=O)CNCc1ccco1	-2.1%	-4.3%	10.3µM*	?	-13.4	-28.6%	?	4.1%	5.4%

Hits appear at their usual frequency. About 11% of those tested had a hit in this group.
